Source: PubChem BioAssay
Cneo AK release: causes C. neoformans cell lysis; adenylate kinase release luminescence, 4 h; normalised: neutral wells 0, clomiphene wells 100; lysis activity, % at 15 µM; actives 0.2% (n = 360,000); AID 651654;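 active = mean lysis activity across replicates of at least 80%, whatever share of replicates individually reach that level; inactive = mean lysis activity below 80%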
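Test system: log-phase Cryptococcus neoformans yeast cells. Input: 5 × 10^6 yeast cells/mL. Medium: fresh YPD growth medium. Doses: single dose. Incubation: static 4 h at 37 °C with compound, 1 h detection. Measured by: luminescent adenylate kinase detection reagent. Read-out: signal increase indicating cell lysis. Benchmarks: Clomiphene.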
E-selectin induc: E-selectin induction on HUVECs. activation, % at 7.58 µM. actives 0.37% (n = 260,000). HUVEC E-selectin immunofluorescence imaging; normalized: neutral wells 0, TNF-alpha wells 100. AID 686992. P16581;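 active = mean E-selectin-positive cell signal at least 10% of the positive control, reached in at least 60% of replicates, without over 20% cell loss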;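 also: in these data hits start at about 27%; measured in HUVEC primary endothelial cells; signal is the percent of cells scored E-selectin positive by PE staining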
Target sequence (P16581 whole entry, looked up): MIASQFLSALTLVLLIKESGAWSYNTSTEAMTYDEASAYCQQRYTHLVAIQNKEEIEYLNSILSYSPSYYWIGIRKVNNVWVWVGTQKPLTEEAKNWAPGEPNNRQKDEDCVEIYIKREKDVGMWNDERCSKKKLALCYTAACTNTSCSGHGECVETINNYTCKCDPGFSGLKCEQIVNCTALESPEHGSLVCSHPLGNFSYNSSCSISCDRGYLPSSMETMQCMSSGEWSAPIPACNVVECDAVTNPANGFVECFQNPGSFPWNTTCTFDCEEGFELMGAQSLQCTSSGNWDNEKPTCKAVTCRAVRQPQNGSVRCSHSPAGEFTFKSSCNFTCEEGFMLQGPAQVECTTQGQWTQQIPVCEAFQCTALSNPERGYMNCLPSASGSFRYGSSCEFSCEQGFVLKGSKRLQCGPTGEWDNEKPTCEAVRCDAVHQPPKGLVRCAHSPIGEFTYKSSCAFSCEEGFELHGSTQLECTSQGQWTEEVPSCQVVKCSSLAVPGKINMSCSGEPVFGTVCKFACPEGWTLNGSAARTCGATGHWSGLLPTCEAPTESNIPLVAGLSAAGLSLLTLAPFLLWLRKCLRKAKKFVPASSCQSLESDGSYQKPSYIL
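Test system: HUVEC; input: 3,000 HUVEC/well; measured by: immunofluorescence imaging; read-out: % PE-positive cells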
RAD52 anneal inh: blocks human RAD52 DNA annealing. AID 651710. actives 0.46% (n = 360,000). recombinant RAD52 DNA annealing, FRET fluorescence. inhibition, % at 18.7 µM. P43351;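 active = every replicate showing at least 50% inhibition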
Target sequence (P43351 whole entry, looked up): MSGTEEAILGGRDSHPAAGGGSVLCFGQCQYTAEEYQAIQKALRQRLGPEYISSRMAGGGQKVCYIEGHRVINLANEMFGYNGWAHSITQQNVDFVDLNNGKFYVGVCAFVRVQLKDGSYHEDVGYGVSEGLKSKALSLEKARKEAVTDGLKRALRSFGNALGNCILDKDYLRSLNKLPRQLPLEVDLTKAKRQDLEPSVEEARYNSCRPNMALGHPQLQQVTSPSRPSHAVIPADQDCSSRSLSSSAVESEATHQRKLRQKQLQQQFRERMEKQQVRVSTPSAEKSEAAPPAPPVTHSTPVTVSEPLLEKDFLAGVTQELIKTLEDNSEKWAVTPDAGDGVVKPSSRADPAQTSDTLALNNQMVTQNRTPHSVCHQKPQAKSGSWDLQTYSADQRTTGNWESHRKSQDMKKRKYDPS
RAD54 branch: blocks human RAD54 Holliday junction branch migration | actives 0.14% (n = 360,000) | inhibition, % at 10.4 µM | AID 602329 | FAM/BHQ fluorescence | Q92698;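 active = mean normalized replicate activity at least 40 and at least half of replicates scoring 40 or more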;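 also: 0% = median of neutral control wells and 100% = median of positive control wells; inhibitors cause a drop in the FAM fluorescence signal; in these data hits start at about 50%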
PGC1a acetyl inh: modulators of PGC1a acetylation | U2OS PGC1a acetylation, AlphaScreen anti-acetyl-lysine; with virally co-expressed GCN5 acetyltransferase | inhibition, % at 15.6 µM | actives 0.17% (n = 350,000);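 active = every replicate shows inhibition of at least 40%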;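 also: 0% = neutral control wells and 100% = positive control wells; some results beyond the cut were filed as inactive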
miR-122 sensor: blocks miR-122 activity in Huh7 sensor cells; Huh7 miR-122 Renilla luciferase sensor, 48 h; neutral wells = 0, positive control = 100; activation (reporter increase), % at 12.5 µM; actives 0.3% (n = 340,000); AID 602342;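 active = mean replicate activation score at least 90 and every replicate individually at or above 90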;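 also: higher luciferase means less miR-122 activity so hits act as miR-122 inhibitors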
PglD inh: PglD (C. jejuni) enzyme inhibition | purified PglD enzyme, DTNB colorimetric CoA detection | inhibition, % at 12.5 µM | actives 0.098% (n = 360,000) | AID 602405; in the data active = inhibition above about 16%, passing the limit was not always enough; also: strong numbers were not always called active
ERAP1 HTS inh: ERAP1 (human) enzyme inhibition | recombinant ERAP1, Leu-AMC fluorescence, 60 min | actives 0.15% (n = 340,000) | Q9NZ08 | inhibition, % at 10.7 µM;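 active = mean replicate inhibition of at least 30%, or all replicates individually reaching that 30% level; inactive = mean below 30% and not every replicate reaching it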;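 also: 0% = neutral control wells and 100% = L-leucinethiol positive control wells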
* hit, by the source's call; . = no result given; [ ] = dose if it differs, or a comment.

SMILES	Cneo AK release	E-selectin induc	RAD52 anneal inh	RAD54 branch	PGC1a acetyl inh	miR-122 sensor	PglD inh	ERAP1 HTS inh
C[C@H]1CN([C@@H](C)CO)C(=O)c2cccc(NC(=O)CCCCCC(=O)Nc3ccccc3N)c2O[C@@H]1CN(C)C(=O)Nc1ccc2c(c1)OCO2	.	-0.1	0	.	4	.	.	-1
COc1cccc(-c2ocnc2C(=O)Nc2ccc(N3CCOCC3)cc2N2CCOCC2)c1	1	0.5	-13	11	2	-6	-5	1
O=C(C[C@@H]1C=C[C@@H](NC(=O)CN2CCOCC2)[C@H](CO)O1)NCCc1ccncc1	.	-0.3	-1	.	4	.	.	2
COCc1cc(C)n(CC(=O)NCc2ccccc2)c(=O)c1C#N	0	.	-4	3	.	-7	-6	5
O=S(=O)([N-]c1nc2ccccc2nc1-[n+]1ccccc1)c1ccc(Cl)cc1	0	.	.	-6	3	14	4	.
Cc1ccc2nc(N(CCCN(C)C)C(=O)c3ccc(Br)s3)sc2c1	.	.	34	.	-12	-4	.	-4
COc1cccc(C(=O)NCC2(c3ccccc3)CCCC2)c1	-4	-2.2	-7	0	.	-3	-1	5
CN(C)C(CNC(=O)C1CC(=O)N(c2cccc(C(F)(F)F)c2)C1)c1ccccc1 (configuration not stated)	0	0.1	-15	1	-10	-2	6	-3
CCOc1ccc(C(C)=O)cc1COC(=O)c1cnc(Cl)c(Cl)c1	.	0.0	-7	.	-3	.	.	2
C[C@@H]1CN([C@@H](C)CO)S(=O)(=O)c2ccc(Br)cc2O[C@H]1CN(C)C(=O)CC1CC1	-1	-0.4	2	-2	-8	-1[16.7 µM]	4	0
COc1ccc(NS(=O)(=O)c2cccc3nonc23)c(OC)c1	-2	.	-19	0	7	-5	-1	0
CC(NC(=O)OCc1ccccc1)C(=O)N1CC(O)CC1C(=O)O (configuration not stated)	-4	.	.	7	-2	2	10	.
c1ccc(-n2nnc3cnccc32)cc1	3	.	.	-1	-2	-2	0	.
Cc1cc(C)c(OCC(=O)Nc2ccc(S(=O)(=O)N3CCCC3)cc2)c(C)c1	-1	0.9	-8	4	.	-4	5	-1
COc1ccccc1N(CC(=O)NC(C)(C)C)C(=O)C1CSC(=O)C1 (configuration not stated)	6	.	.	-6	3	0	3	.
C[C@H](O)C#Cc1cnc2c(c1)C(=O)N([C@H](C)CO)C[C@@H](C)[C@@H](CN(C)C(=O)c1ccccc1)O2	2	0.2	0	4	-4	-6[16.7 µM]	-1	0
COCCn1c(=S)[nH]c2sc3c(c2c1=O)CCCC3	0	.	-13	-9	.	3	-2	-2
COc1ccc2c(c1)C(SCC(=O)NCCc1ccc(Cl)cc1)CC(C)(C)O2 (configuration not stated)	-2	0.0	2	5	-1	7	-1	.
CC(=O)N1[C@H](CN(CC2CCC2)C(=O)CN(C)C)[C@@H](c2ccccc2)[C@@H]1CO	-3	2.3	-13	1	0	7[16.7 µM]	23	-3
CN(Cc1ccccc1Cl)C(=O)C1CCC(=O)N(C2CCCCCC2)C1 (configuration not stated)	0	.	-2	1	-7	-1	-2	3
FC(F)(F)c1ccc(Cl)c(-n2c(Cc3cccs3)n[nH]c2=S)c1	3	-0.2	-12	1	7	9	3	5
Cc1[nH]c(=O)c(C#N)c(C)c1[N+](=O)[O-]	5	-3.6	-11	-6	-13	3	3	1
COc1ccc(CNC(=O)Cn2cccc2C(=O)c2ccccc2)cc1	0	.	-7	0	-12	-1	0	-1
COc1ccccc1-n1c(SCC(=O)Nc2ccc(C)cc2)nc(O)cc1=O	0	.	.	-2	7	0	-4	.
O=C(Cc1cccc(NC(=O)C2CCCN(C(=O)C3CCC3)C2)c1)Nc1cccc(C(=O)N2CCCC2)c1 (configuration not stated)	-2	0.1	10	-7	.	.	4	2

Some of the entries so far, in markdown:
| mol | Cneo AK release | E-selectin induc | RAD52 anneal inh | RAD54 branch | PGC1a acetyl inh | miR-122 sensor | PglD inh | ERAP1 HTS inh |
| --- | --- | --- | --- | --- | --- | --- | --- | --- |
| O=C(C[C@@H]1C=C[C@@H](NC(=O)CN2CCOCC2)[C@H](CO)O1)NCCc1ccncc1 | . | -0.3 | -1 | . | 4 | . | . | 2 |
| COCc1cc(C)n(CC(=O)NCc2ccccc2)c(=O)c1C#N | 0 | . | -4 | 3 | . | -7 | -6 | 5 |

(cont.)
SMILES	Cneo AK release	E-selectin induc	RAD52 anneal inh	RAD54 branch	PGC1a acetyl inh	miR-122 sensor	PglD inh	ERAP1 HTS inh
O=C(CN1C(=O)c2ccccc2C1=O)NC1(C(=O)O)CCCC1	1	0.0	-10	-5	4	-1	7	-15
C=CCn1c(SCC(=O)NC2CCS(=O)(=O)C2)nc2scc(C3CC3)c2c1=O (configuration not stated)	2	.	.	4	-3	-1	3	.
O=C(Nc1c2c(nn1-c1ccccc1)CS(=O)(=O)C2)c1ccccc1C(F)(F)F	1	-0.1	-3	6	4	-5	-2	1
O=S(=O)(Nc1cccc(-c2cn3c(n2)SCC3)c1)c1ccccc1	-1	.	-21	2	6	8	-1	46*
C[C@H]1CN([C@@H](C)CO)C(=O)c2cc(NC(=O)CCCN(C)C)ccc2O[C@@H]1CN(C)Cc1ccc2c(c1)OCO2	.	-1.1	-18	.	-4	.	.	-1
CCCc1cc(=O)n2nc(N3CCC(C(=O)NCc4ccc(C)o4)CC3)sc2n1	0	0.1	-7	-18	2	-4	1	-3
O=C1C=C(NCc2ccco2)CCC1	1	.	-10	-11	-3	-1	-2	2
O=C(NCC[C@H]1CC[C@@H](NS(=O)(=O)c2cccc(Cl)c2)[C@@H](CO)O1)c1cnccn1	-2	-0.1	0	-8	-1	.	3	-1
C[C@@H]1CN([C@@H](C)CO)C(=O)c2cc(NC(=O)C3CCCCC3)ccc2O[C@H]1CN(C)C(=O)Nc1cccc2ccccc12	-2	0.5	-13	-4	-5	-1[16.7 µM]	0	0
COCCNC(=O)C(=O)NCCN1CCOCC1	-1	.	.	-12	2	1	-3	.
CCCCN(C(=O)c1ccc(-c2ccc(Cl)cc2)o1)c1c(N)n(CCC)c(=O)[nH]c1=O	2	.	-50	0	.	.	-1	-1
CCc1nnc(NS(=O)(=O)c2ccc(NC(=O)OC)cc2)s1	1	.	.	3	12	1	3	.
O=C(CSc1nnc(CNC(=O)c2cccs2)o1)Nc1cccc(C(F)(F)F)c1	-1	.	.	5	33	-1	-4	.
C(=N\Nc1ccccn1)/c1ccc2c(c1)OCCO2	-3	.	-2	6	3	-6	1	6
COC(=O)Cc1ccc(NC(C)=O)cc1	-1	0.0	-4	-1	-5	3	4	2
O=C(/C=C/C=C/c1ccc2c(c1)OCO2)N1CCCCC1	-10	.	-13	-2	-13	-10	-1	1
CO[C@@H]1CN(C)C(=O)c2cc(NS(C)(=O)=O)ccc2OC[C@@H](C)N(C(=O)C2CCCC2)C[C@@H]1C	-2	-0.2	5	-9	.	7[16.7 µM]	-4	1
COc1cccc(C2CC(c3cccs3)=NN2C(=S)Nc2ccccc2)c1OC (configuration not stated)	2	.	.	-7	1	-9	-2	.
C[C@@H]1CN([C@@H](C)CO)C(=O)c2cc(NC(=O)Nc3ccccc3)ccc2O[C@@H]1CN(C)S(=O)(=O)c1ccccc1	-4	-0.1	-4	2	-9	5[16.7 µM]	-1	0
CCN(CC)CCNC(=O)CCc1nnc2ccc(N3CCC(C)CC3)nn12	-8	0.0	-16	6	-3	-1	7	-1
COc1ccc(/C=C2/SC(=O)N(CCNC(=O)C3COc4ccccc4O3)C2=O)cc1 (configuration not stated)	-1	-0.1	.	5	0	-5	15	.
O=C1CCCN1C(=O)COc1ccc([N+](=O)[O-])cc1	1	3.0	-4	-11	6	.	-5	-1
CC1(c2ccccc2Cl)NC(=O)N(CC(=O)NC(=O)NCc2ccco2)C1=O (configuration not stated)	3	.	.	-8	0	-8	1	.
O=C(C[C@H]1CC[C@@H]2[C@H](COC[C@@H](O)CN2Cc2cccc(F)c2)O1)NCCc1ccncc1	-1	-0.2	3	6	0	-1[16.7 µM]	0	2
O=C1C2C3C=CC(C3)C2C(=O)N1Nc1ccc([N+](=O)[O-])cc1[N+](=O)[O-] (configuration not stated)	-1	.	1	6	-2	-5	-5	3
Further compounds:
SMILES	Cneo AK release	E-selectin induc	RAD52 anneal inh	RAD54 branch	PGC1a acetyl inh	miR-122 sensor	PglD inh	ERAP1 HTS inh
CCCNC(=O)N1C[C@@H](O)COC[C@H]2O[C@@H](CC(=O)N3CCOCC3)CC[C@@H]21	-2	0.2	-2	1	0	4[16.7 µM]	3	1
Cc1ccccc1/C=N/NC(=O)Cn1cnc([N+](=O)[O-])n1	0	.	.	-19	1	-10	.	.
COc1ccc(-c2cc(=O)oc3cc4occ(C)c4cc23)cc1	1	.	.	6	-17	2	1	.
CN(CC(=O)NCC(c1ccccc1)N1CCCC1)S(=O)(=O)c1ccc(Cl)cc1 (configuration not stated)	0	0.2	-80	1	1	-5	2	0
C[C@@H]1CN([C@@H](C)CO)C(=O)c2cc(NC(=O)Nc3ccc(C(F)(F)F)cc3)ccc2O[C@@H](C)CCCCO[C@@H]1CN(C)Cc1ccncc1	0	0.0	12	-1	4	-3[16.7 µM]	-2	-2
CSc1ncccc1C(=O)OCC(=O)c1cccc(Br)c1	.	0.7	-8	.	9	.	.	-4
O=C1OC(c2ccco2)=N/C1=C\c1ccc(-c2cccc(C(F)(F)F)c2)o1	1	.	-47	-5	.	-3	1	-18
Cc1ccc(NC(=O)CSc2nc3ccccc3c(=O)n2CCCC(=O)NCCCN2CCOCC2)cc1	7	0.3	-5	3	-6	-7	-2	-2
Cc1cc(NC(=O)c2ccc(Cl)cc2)ccc1NC(=O)c1ccccc1Cl	0	0.1	-4	1	.	.	-2	-1
O=C(N[C@@H](Cc1ccccc1)C(=O)OCc1ccccc1)c1nc[nH]c1C(=O)N1CCN(c2ccccc2)CC1	0	-0.1	-20	-2	7	-6	1	0
COCCN1C(=O)N[C@@H](CCc2ccccc2)[C@H](C(=O)OC)[C@H]1C	1	0.1	-13	-1	.	.	6	-2
COc1ccccc1CNC(=O)C[C@@H]1C[C@@H]2c3cc(NS(C)(=O)=O)ccc3O[C@@H]2[C@@H](CO)O1	-2	-0.4	-20	1	-4	2[16.7 µM]	3	1
C[C@@H]1CCCCO[C@@H](CN(C)S(=O)(=O)c2ccc(Cl)cc2)[C@H](C)CN([C@@H](C)CO)C(=O)c2cc(NC(=O)Nc3ccc4c(c3)OCO4)ccc2O1	-11	-0.1	0	11	-1	-6[16.7 µM]	0	-2
O=C(Nc1ccc(N2CCCC2)cc1)c1ccccc1F	2	.	.	0	2	-9	-3	.
CO[C@H]1CN(C)C(=O)c2cc(NC(=O)c3ccccc3)ccc2OC[C@H](C)N(C(=O)C2CC2)C[C@H]1C	-2	0.0	-2	-4	-3	-4[16.7 µM]	-5	-1
COc1ccc(C=C2NC(=S)NC2=O)cc1	1	0.0	-12	6	3	-5	-5	-2
C[C@@H](NC(=O)C[C@H]1C[C@H]2c3cc(NC(=O)c4cccnc4)ccc3O[C@H]2[C@@H](CO)O1)c1ccccc1	-5	0.4	12	-7	-3	1[16.7 µM]	-1	3
C[C@@H]1CN([C@@H](C)CO)S(=O)(=O)c2ccc(-c3cccnc3)cc2O[C@@H]1CN(C)C(=O)NC1CCCC1	59	-4.8	15	3	14	8[16.7 µM]	0	5
O=C(CSc1nnnn1-c1ccc(O)cc1)c1ccc(F)cc1	0	.	-19	-1	1	8	4	0

Retrieved by compound from above, two records:
SMILES	Cneo AK release	E-selectin induc	RAD52 anneal inh	RAD54 branch	PGC1a acetyl inh	miR-122 sensor	PglD inh	ERAP1 HTS inh
O=C1OC(c2ccco2)=N/C1=C\c1ccc(-c2cccc(C(F)(F)F)c2)o1	1	.	-47	-5	.	-3	1	-18
O=C(Nc1ccc(N2CCCC2)cc1)c1ccccc1F	2	.	.	0	2	-9	-3	.

Compounds were not picked by outcome, and some 1.4% of all compounds hit somewhere here.
